Screening results deposited in PubChem BioAssay by National Center for Advancing Translational Sciences (NCATS).
p53 reactivator: re-activators of mutant p53 | H1299 p53-A138V BP100-luciferase reporter, luminescence, 24 h | Potency, µM (doses to about 92.2 µM), for the others: at the highest dose activity change, positive = activation, usual class: activators | 320,000 tested, 0.063% active; note: potency is the fitted concentration of half-maximal effect; % of control where 0% means no effect; nearly all actives have a fitted effect of over 45% in size
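p53-null H1299 cells stably carrying temperature-sensitive p53-A138V and a BP100-luciferase reporter were pinned with compounds (4-point, 1:5 series) and held 24 hrs at 37 deg C. Luminescence was read 10 min after detection reagent.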
AT treatment: potential ataxia-telangiectasia treatment; […] A-T fibroblasts, KAP-1 phosphorylation AlphaLISA; neocarzinostatin DNA damage 30 min before lysis; Potency, µM (titrated, usually from 57.5 µM), for the others: at the top dose activation, usual class: activators; 320,000 tested, 0.19% active; AID 485349; note: potency is the fitted concentration of half-maximal effect; % of control where 0% means no effect; nearly all actives have a fitted effect of over 45% in size
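hTERT-immortalized A-T patient fibroblasts ([…]), 500 cells/well in OPTI-MEM, 1% FBS, got compounds for 60 min, then NCS for 30 min at 37C. Lysates were then assayed for phospho-KAP-1 by AlphaLISA (anti-pKAP1 donor, anti-KAP1 acceptor beads), 6 hr at 25C.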
a7 integrin act: integrin-mediated muscular dystrophy alleviation activation; alpha7betagal myoblasts, beta-gal FDG fluorescence, 48 h; 350,000 tested, 0.064% active; Potency, µM (doses to about 38.3 µM), for inactives: at the top dose activation, actives largely listed as activators;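 note: potency is the fitted concentration of half-maximal effect; 100% = response of the positive control SU9516; nearly all actives have a fitted effect of over 60% in size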
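Alpha7betagal+/- myoblasts (passage 13) were plated 16-24 hr, then exposed to compounds (1:260 dilution of DMSO stock) for 48 hours at 37C. After MPER lysis, β-galactosidase reporter activity was read as FDG fluorescence (ex 480/em 540) after 30 minutes.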
TSG101-PTAP inh: blocks PTAP/TSG101 interaction to inhibit HIV-1 budding. Fluorescence polarization, FITC-PTAP peptide / Tsg101 binding. Q99816. 340,000 tested, under 10 active. Potency, µM (highest dose often 115 µM), for the others: top-dose activity change, negative = inhibition, usual class: inhibitors. AID 493005; active = well fitted inhibition curve with a large enough effect in the main read-out, with a control signal flat, not every such curve was filed as active; inconclusive = small, poorly fitted or top-dose-only effect, or effect the other way, or a change in a side signal; inactive = no such curve, though single readings can be large or run the other way; note: potency is the fitted concentration of half-maximal effect; % of control where 0% means no effect
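Steps: Tsg101 binding domain dispensed (10 uM final), compounds pinned in DMSO, FITC-labeled PTAP-motif peptide added (50 nM final); after 20 min binding at room temperature, polarization measured.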
B2AR arrestin: recruits beta-arrestin to the human beta2-adrenergic receptor; P07550; Potency, µM (doses to about 46.1 µM), for inactives: at the top dose activation, usual class: activators; 330,000 tested, 0.02% active; beta-arrestin recruitment to beta2AR, cell-based reporter;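 note: potency is the fitted concentration of half-maximal effect; 0% = DMSO controls and full agonism = EC100 isoproterenol or metaproterenol; nearly all actives have a fitted effect of over 65% in size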
CXXC DNA block: inhibitors of human MLL CXXC domain-DNA interaction | MLL-CXXC / FITC-HOXA9 DNA fluorescence polarization | Q03164 | 290,000 tested, 0.037% active | Potency, µM (doses to about 115 µM), without a hit: at the top dose activity change, negative = inhibition, most hits filed as inhibitors | AID 2662; active = well fitted inhibition curve with a large enough effect in the polarisation, with a control signal flat, not every such curve was filed as active; inconclusive = small, poorly fitted or top-dose-only effect, or effect the other way, or a change in a side signal; inactive = no such curve, though single readings can be large or run the other way; the % refers to the polarisation; note: potency is the fitted concentration of half-maximal effect
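Purified MLL-CXXC (added from a 7 uM solution) was preincubated 5 min at ambient with pinned compounds in 50 mM Tris-HCl pH 7.5, 50 mM NaCl, 1 mM DTT, 0.05% BSA. Fluorescein-labeled HOX-A9 DNA (50 nM solution) followed, 30 min, then polarization read.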
ELG1 repair inh: inhibitors of ELG1-dependent DNA repair in HEK293T cells; HEK293T ELG1-luciferase reporter, luminescence, 16 h; DNA damage induced by 5-fluorouridine; Potency, µM (titrated, usually from 46.1 µM), for the others: top-dose activity change, negative = inhibition, actives largely listed as inhibitors; 330,000 tested, 2.3% active; note: potency is the fitted concentration of half-maximal effect; % is set by controls: 0 for no effect and ±100 for the full control effect; nearly all actives have a fitted effect of over 55% in size
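Step one: seed 2,000 cells per well. Step two: pin-transfer compound or DMSO alongside 5-fluorouridine. Step three: incubate 16 hr, 37 °C, 5% CO2. Step four: add ONE-Glo, wait 30 min, read luminescence.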
BRCA1 expr act: increases BRCA1 expression. MCF7-BRCA1-FFLuc reporter, luminescence, 48 h; response scale: scaled: vehicle 0%, 10 µM genistein 100%. Potency, µM (doses to about 46.1 µM), for inactives: top-dose activation, most hits filed as activators. 380,000 tested, 1.1% active. AID 624202; note: potency is the fitted concentration of half-maximal effect; nearly all actives have a fitted effect of over 80% in size; some results filed as inactive show a strong effect at the top dose
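Reporter cells (MCF7, BRCA1 promoter-firefly luciferase) received library compounds across a concentration series for 48 h. End-point luminescence was measured and concentration-effect curves derived after normalization.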
TCR act: activators of T cell receptors; primary human leukocytes, anti-CD3, IL-2 HTRF, 48 h; Potency, µM (series often up to 9.22 µM), for the others: at the highest dose activation of IL-2 secretion, actives largely listed as activators; 330,000 tested, under 10 active; note: % of control where 0% means no effect
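Primary human leukocytes were stimulated with a-CD3 beads plus compounds for 48 hr without co-stimulation; secreted IL-2 was quantified by HTRF using a-IL-2-K (europium cryptate) and a-IL-2-d2, excited at 320nm with acceptor emission read at 665nm.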
TRPV1 agonist: activates the human vanilloid receptor TRPV1. TRPV1-expressing cells, Fluo-8 calcium influx, agonist mode. activation, % at 8.33 µM. 320,000 tested, 0.19% active. Q8NER1; in the data active = activation above about 80%; inconclusive = between about 30% and that limit; note: 0% is about no effect
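TRPV1-expressing cells were cultured overnight at 35.5C and loaded with Fluo-8 calcium dye for 40 to 90 min at room temperature. After a 10 s baseline, compound was added and calcium influx was read kinetically for 3 min (ex 480/em 520 nm).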
* hit, by the source's call; ? = inconclusive; . = no result given; [ ] = remark or other dose. Unless noted, calls come from the whole dose curve; as a rule, active = well fitted curve in the direction sought with a large enough effect; inconclusive = small, poorly fitted or top-dose-only effect, or another doubt; inactive = no such curve, though single readings can be large; an effect the other way counts as inactive or inconclusive.

SMILES | p53 reactivator | AT treatment | a7 integrin act | TSG101-PTAP inh | B2AR arrestin | CXXC DNA block | ELG1 repair inh | BRCA1 expr act | TCR act | TRPV1 agonist
Nc1c(Cl)cc(C2=NCCn3nc4cc(C(F)(F)F)ccc4c32)cc1Cl | -7% | 7% | -37% | -11% | 0.3% | . | ? | -73% | -5% | 16
Cc1ccsc1-c1nc(C(N)=O)c2[nH]c(=O)n(-c3ccc(Cl)cc3)c2n1 | 0% | 8% | 4% | -9% | -1.1% | 50%[activator] | ? | -7% | -4% | 0
CCN(CC(=O)Nc1ccccc1C(=O)NC1CC1)Cc1cccs1 | -1% | 4% | 17% | 0% | -0.3% | . | 28% | -2% | 3% | 18
CCCCN1C[C@H](Cc2ccccc2)[C@@H](CC(=O)Nc2ccccc2)C1=O | 0% | 18% | 14% | 0% | -4.4% | -2% | -19% | -5% | 4% | ?
C=CCn1c(SCC(=O)NCC2CCCO2)nc2scc(-c3ccccc3)c2c1=O (configuration not stated) | -8% | 8% | -20% | -5% | 0.0% | 22% | -21% | -20% | 0% | 14
CCOc1cccc(CN2CCCC(C(=O)c3cccc(C(F)(F)F)c3)C2)c1O (configuration not stated) | 2% | 0% | 11% | -1% | -0.3% | -3% | ? | 0% | 6% | ?
C=CCN1C(=O)C(CC(=O)Nc2ccc(OCC)cc2)N(Cc2ccccn2)C1=S (configuration not stated) | -3% | -2% | 17% | -8% | -0.1% | 2% | -4% | -10% | 3% | 4
O=C(NCC1CCCO1)C1CCC(=O)N1Cc1ccc(F)cc1 (configuration not stated) | 1% | -5% | 19% | -2% | -0.1% | -4% | 11% | 0% | -2% | 2
CC1=CC(C)(C)N2C(=O)C3(NCCc4c3[nH]c3ccccc43)c3cc(C)cc1c32 (configuration not stated) | 2% | -6% | 3% | -23% | -0.3% | -3% | -9% | -30% | 2% | 3
Cc1ccc(-n2c(C)nnc2SCC(=O)N(C)C2CCS(=O)(=O)C2)cc1 (configuration not stated) | 14% | -6% | 24% | -2% | -3.3% | . | 17% | 3% | 10% | 1
C[C@H]1COC(=O)[C@H](Cc2ccc(F)cc2)C/C=C\C[C@H](CC(=O)NCCO)C(=O)N1 | -1% | 6% | -6% | 1% | 0.2% | . | ? | -11% | -15% | .
O=C(/C=C/c1ccc(Br)cc1)NC(=O)c1ccccc1O | -2% | 2% | -27% | -4% | -0.1% | 1% | ? | 74% | 1% | 6
Cc1ccc(C(=O)OC(C)C(=O)Nc2ccc(S(N)(=O)=O)cc2)cc1S(=O)(=O)N1CCOCC1 (configuration not stated) | 1% | -15% | -3% | 2% | -0.8% | . | -5% | -26% | -6% | 2
Cc1cc(-n2c(SCc3ccccc3F)nc3n[nH]c(C)c3c2=N)ccc1Cl | 4% | -4% | -37% | -1% | 0.1% | 1% | -21% | -55% | . | 8
CCN(CC)S(=O)(=O)c1ccc(C)c(NS(=O)(=O)c2cc(/C=C/C(=O)O)cc(OC)c2OC)c1 | 22% | -4% | -11% | 0% | -0.5% | 2% | -1% | -9% | -7% | 2
CCOc1cc(/C=N/n2nnnc2N)ccc1OCc1c(C)no[n+]1[O-] | -1% | 0% | -31% | 1% | -0.3% | 7% | 3% | -46% | 4%[46.1 µM] | 3
O=S(=O)(NCc1cccnc1)c1cccc2nsnc12 | -6% | -2% | 2% | 0% | -0.6% | -1% | 0% | 2% | 3% | 1
O=C(Cn1ccc(C(F)(F)F)n1)N=Nc1c(O)[nH]c2ccc(Br)cc12 | -3% | 0% | -8% | -6% | 0.2% | -3% | -6% | -34% | 4% | -1
Cc1cccc(Nc2nnc(SCC(=O)c3c(N)n(C4CC4)c(=O)[nH]c3=O)s2)c1 | 4% | -12% | -25% | -4% | -0.1% | . | -15% | 3% | -4% | -2
O=C(Nc1cccc(NC(=O)c2sc3ccccc3c2Cl)c1)c1ccco1 | ? | -8% | 11% | -4% | -0.2% | 7% | ? | 89% | -12%[46.1 µM] | ?
CCOC(=O)c1c(C)c(C(=O)NCC2CCCO2)c(C)n1C (configuration not stated) | 0% | -7% | 21% | 0% | -0.4% | -3% | 5% | 8% | -3% | -8
CCOc1ccccc1C(=O)NCc1ccco1 | 3% | 8% | -7% | -1% | -0.5% | -17% | 3% | 0% | 6% | -2
CC(C)(C)CC(C)(C)NC1=CC(=O)OC12CCCCC2 | -2% | . | 5% | 1% | -0.1% | -17% | -10% | -5% | 3% | 9
COc1cccc(NC(=O)CCNC(=O)C2CCN(S(=O)(=O)c3ccc(F)cc3)CC2)c1 | -7% | 7% | 27% | 0% | 0.1% | 10% | 9% | -21% | 4% | 0
COc1ccccc1N1C(=O)C2ON(c3ccccc3)C(c3ccc(N(C)C)cc3)C2C1=O (configuration not stated) | 16% | 2% | . | . | -1.1% | 18% | 7% | . | 3%[46.1 µM] | 3
The listing continues.
SMILES | p53 reactivator | AT treatment | a7 integrin act | TSG101-PTAP inh | B2AR arrestin | CXXC DNA block | ELG1 repair inh | BRCA1 expr act | TCR act | TRPV1 agonist
O=C1NCCC/C1=N/Nc1ccc(F)cc1 | 13% | 5% | 13% | -1% | 0.2% | 0% | 27% | 3% | -2% | -10
O=C(c1ccccc1)N(Cc1ccco1)C1CCS(=O)(=O)C1 (configuration not stated) | -4% | 8% | -24% | -7% | -0.5% | -3% | 3% | -1%[1.84 µM] | 4% | -2
CCOc1ccc(S(=O)(=O)N2CCOCC2)cc1[N+](=O)[O-] | 4% | 2% | 3% | -4% | -0.1% | 7% | 4% | -13% | -3% | -3
CCCCCCCNC(=O)C1CC(=O)N(C)C(=Nc2ccc(OC)cc2)S1 (configuration not stated) | -8% | -20% | -30% | -4% | -0.6% | 6% | ? | -4% | 1%[46.1 µM] | 3
CCN1CCN(C(=O)c2cn(CC)c3ccc(S(=O)(=O)N(C)C)cc3c2=O)CC1 | -7% | -3% | 4% | -1% | -0.5% | 11% | 2% | 1% | -10%[46.1 µM] | 3
CN1CCN(c2ccc(S(=O)(=O)N3CCCCC3)cc2NC(=O)c2ccc(F)cc2F)CC1 | -4% | -2% | -24% | 0% | -1.4% | 1% | -11% | -28% | 2%[46.1 µM] | 3
CCN(CC)CCN(Cc1cc2cc3c(cc2[nH]c1=O)OCO3)C(=S)NCc1ccco1 | 1% | -3% | ? | -2% | 0.0% | -3% | -7% | -13% | 3% | ?
O=C(CSc1ncnc2nc[nH]c12)c1ccc(Cl)cc1 | 21% | -1% | 24% | 1% | -1.0% | -6% | 9% | -4% | -1% | 2
O=C(CN1CCN(c2ccccc2F)CC1)c1c[nH]c2ccccc12 | 21% | 6% | 5% | -4% | 0.3% | 29% | -5% | 21% | 5% | 5
COc1ccc(-c2oc3ncnc(NCCN4CCOCC4)c3c2-c2ccc(OC)cc2)cc1 | -9% | -1% | -5% | -1% | 0.0% | -1% | ? | -58% | 0% | 15
CCCCC(O)(c1ccc(F)cc1)C(CN1CCOCC1)c1ccc(Cl)cc1 (configuration not stated) | . | 0% | ? | -1% | -0.5% | 4% | -28% | -45% | 17% | ?
COc1ccc(NC(=O)c2ccc(S(=O)(=O)N(C)C)cc2)cc1OC | 0% | 10% | 15% | -1% | -0.9% | 14% | 11% | 4% | -21% | 8
Clc1ccc(CN2C3=NCCN3c3ccccc32)cc1 | 2% | 3% | 0% | -3% | -1.0% | -2% | -23% | -48% | 3% | 2
COc1ccc(S(=O)(=O)N2CCN(C)CC2)cc1C(=O)N1CCCCC1 | 11% | 3% | -5% | . | 0.4% | 2% | -9% | -10% | -1% | 2
CC1CCCCN1C(=O)COC(=O)CNC(=O)c1ccc(Cl)cc1Cl (configuration not stated) | 15% | 1% | 7% | -1% | -0.1% | . | 18% | 7% | -1% | -3
Cc1ccc(C)c(NC(NC(=O)c2cccnc2)C(Cl)(Cl)Cl)c1 (configuration not stated) | 10% | 17% | 1% | -5% | -0.2% | -3% | 14% | 11% | -1% | .
Cc1cc(C)c(NC(=S)N(CCN2CCCCC2)Cc2ccco2)c(C)c1 | 5% | 0% | 17% | -2% | -0.9% | 8% | -11% | 4% | -2% | 2

Part of the list above, with values under each structure.
Order of results: p53 reactivator, AT treatment, a7 integrin act, TSG101-PTAP inh, B2AR arrestin, CXXC DNA block, ELG1 repair inh, BRCA1 expr act, TCR act, TRPV1 agonist
COc1ccc(-c2oc3ncnc(NCCN4CCOCC4)c3c2-c2ccc(OC)cc2)cc1
  -9%, -1%, -5%, -1%, 0.0%, -1%, ?, -58%, 0%, 15
C=CCN1C(=O)C(CC(=O)Nc2ccc(OCC)cc2)N(Cc2ccccn2)C1=S (configuration not stated)
  -3%, -2%, 17%, -8%, -0.1%, 2%, -4%, -10%, 3%, 4
CCCCCCCNC(=O)C1CC(=O)N(C)C(=Nc2ccc(OC)cc2)S1 (configuration not stated)
  -8%, -20%, -30%, -4%, -0.6%, 6%, ?, -4%, 1%[46.1 µM], 3
